PGC1a acetyl inh = inhibitors of PGC1a acetylation signal, primary screen, cell-based, U2OS, AlphaScreen, inhibitor mode; AlphaScreen anti-acetyl-lysine; with virally co-expressed GCN5 acetyltransferase; inhibition, % at 15.6 µM; 0.17% of 350,000 active; AID 651687, 2012;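 active means every replicate shows inhibition of at least 40%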;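 further: 0% = neutral control wells and 100% = positive control wells; some results beyond the cut were filed as inactive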
PglD inh = C. jejuni PglD acetyltransferase inhibitors, primary screen, biochemical, DTNB colorimetric, single point. UDP-N-acetylbacillosamine N-acetyltransferase PglD (Campylobacter jejuni). purified PglD enzyme, DTNB colorimetric CoA detection. inhibition, % at 12.5 µM. 0.098% of 360,000 active; in the data active means inhibition above about 16%, passing the limit was not always enough; further: strong numbers were not always called active
Cneo AK release = Cryptococcus neoformans cell lysis inducers, primary screen, AK release luminescence, single concentration | C. neoformans lysis, adenylate kinase release luminescence, 4 h; normalised: neutral wells 0, clomiphene wells 100 | lysis activity, % at 15 µM | 0.2% of 360,000 active | AID 651654, 2012;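 active means mean lysis activity across replicates of at least 80%, whatever share of replicates individually reach that level; inactive means mean lysis activity below 80%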
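read-out = cell lysis signal | test system = log-phase Cryptococcus neoformans yeast cells | input = cells at 5 × 10^6 per mL | medium = fresh YPD growth medium | signal = luminescent adenylate kinase detection reagent | timing = 4 h at 37 °C static, read 1 h later | dosing = single dose | controls = Clomiphene as positive lysis control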
miR-122 sensor = miR-122 Renilla sensor signal increase in Huh7, primary screen, miR-122 inhibitor project, cell-based, single point, plate reader | 0.3% of 340,000 active | AID 602342, 2012 | Huh7 miR-122 Renilla luciferase sensor, 48 h; neutral wells = 0, positive control = 100 | activation (reporter increase), % at 12.5 µM;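 active means mean replicate activation score at least 90 and every replicate individually at or above 90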;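 further: higher luciferase means less miR-122 activity so hits act as miR-122 inhibitors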
E-selectin induc = E-selectin induction in HUVECs, primary screen, imaging, HUVEC, immunofluorescence imaging, single point; P16581; normalized: neutral wells 0, TNF-alpha wells 100; activation, % at 7.58 µM; 0.37% of 260,000 active; AID 686992, 2013;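 active means mean E-selectin-positive cell signal at least 10% of the positive control, reached in at least 60% of replicates, without over 20% cell loss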;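 further: in these data hits start at about 27%; measured in HUVEC primary endothelial cells; signal is the percent of cells scored E-selectin positive by PE staining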
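Test system – human umbilical vein endothelial cells (HUVEC), E-selectin induction · Input – 3,000 HUVEC seeded per well · Buffer or medium – EGM-2, gelatin · Compound dosing – single-point compound dose · Detection – immunofluorescence imaging · Measure – percent E-selectin-positive cells · Controls – TNF-alpha high, DMSO low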
RAD54 inh = inhibitors of human RAD54 branch migration, primary screen, biochemical, fluorescence, single point; DNA repair and recombination protein RAD54-like (Homo sapiens), Q92698; RAD54 Holliday junction branch migration, FAM/BHQ fluorescence; inhibition, % at 10.4 µM; 0.14% of 360,000 active; AID 602329, 2012;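 active means mean normalized replicate activity at least 40 and at least half of replicates scoring 40 or more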;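 further: 0% = median of neutral control wells and 100% = median of positive control wells; inhibitors cause a drop in the FAM fluorescence signal; in these data hits start at about 50%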
ERAP1 HTS inh = human ERAP1 aminopeptidase inhibitors, primary screen, biochemical, single point, plate reader; Endoplasmic reticulum aminopeptidase 1 (Homo sapiens), Q9NZ08; recombinant ERAP1, Leu-AMC fluorescence, 60 min; inhibition, % at 10.7 µM; 0.15% of 340,000 active; AID 652197, 2013;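 active means mean replicate inhibition of at least 30%, or all replicates individually reaching that 30% level; inactive means mean below 30% and not every replicate reaching it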;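 further: 0% = neutral control wells and 100% = L-leucinethiol positive control wells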
Target sequence (Q9NZ08 whole entry, looked up): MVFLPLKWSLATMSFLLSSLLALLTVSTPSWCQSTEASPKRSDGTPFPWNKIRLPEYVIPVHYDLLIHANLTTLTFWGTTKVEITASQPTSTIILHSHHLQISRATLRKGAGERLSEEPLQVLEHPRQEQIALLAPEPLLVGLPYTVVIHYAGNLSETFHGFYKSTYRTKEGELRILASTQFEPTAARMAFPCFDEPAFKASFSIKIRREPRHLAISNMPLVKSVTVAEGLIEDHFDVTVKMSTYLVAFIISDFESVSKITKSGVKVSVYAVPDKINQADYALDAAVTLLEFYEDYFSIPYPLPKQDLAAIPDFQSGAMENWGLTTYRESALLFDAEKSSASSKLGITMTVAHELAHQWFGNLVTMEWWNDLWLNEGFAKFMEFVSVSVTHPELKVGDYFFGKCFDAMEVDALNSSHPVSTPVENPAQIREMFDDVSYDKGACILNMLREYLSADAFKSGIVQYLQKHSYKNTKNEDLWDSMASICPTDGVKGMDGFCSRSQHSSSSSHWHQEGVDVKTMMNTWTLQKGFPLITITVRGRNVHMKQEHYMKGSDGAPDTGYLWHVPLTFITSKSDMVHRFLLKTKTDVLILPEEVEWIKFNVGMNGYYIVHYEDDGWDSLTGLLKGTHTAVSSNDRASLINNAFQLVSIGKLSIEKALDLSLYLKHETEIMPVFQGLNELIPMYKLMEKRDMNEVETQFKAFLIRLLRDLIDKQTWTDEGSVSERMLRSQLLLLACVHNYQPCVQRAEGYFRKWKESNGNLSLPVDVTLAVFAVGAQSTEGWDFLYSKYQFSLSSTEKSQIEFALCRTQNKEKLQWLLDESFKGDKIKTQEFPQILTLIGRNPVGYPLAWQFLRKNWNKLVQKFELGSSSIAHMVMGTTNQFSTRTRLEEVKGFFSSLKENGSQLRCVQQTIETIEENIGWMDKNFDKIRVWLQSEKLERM
RAD52 anneal inh = RAD52 DNA annealing inhibitors, primary screen, biochemical, FRET, single point, set 2 | DNA repair protein RAD52 homolog (Homo sapiens), P43351 | recombinant RAD52 DNA annealing, FRET fluorescence | inhibition, % at 18.7 µM | 0.46% of 360,000 active;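 active means every replicate showing at least 50% inhibition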
Starred values were filed as active, the others as inactive; · = no result given; [ ] = dose if it differs, or a comment. Rows were taken by chance; overall some 1.4% were active at least once.

item	smiles	PGC1a acetyl inh	PglD inh	Cneo AK release	miR-122 sensor	E-selectin induc	RAD54 inh	ERAP1 HTS inh	RAD52 anneal inh
1	CN1CCN(S(=O)(=O)c2cccc(C(=O)N(C)Cc3c(F)cccc3Cl)c2)CC1	4	-5	1	25	-0.6	-5	8	-6
2	CCN(Cc1ccccc1)N=Nc1ccccc1	5	-3	1	1	-0.2	1	-3	-3
3	CO[C@H]1CN(C)C(=O)c2ccc(NS(=O)(=O)c3ccccc3C)cc2OC[C@@H](C)NC[C@@H]1C	-3	4	0	-5[16.7 µM]	0.9	2	-2	16
4	Clc1ccc(-c2nc3ccccc3n2OCc2ccccc2)cc1	-4	-3	2	-4	·	3	·	·
5	CC(=O)N[C@@H]1CC[C@H](CCNC(=O)Nc2ccc(C(F)(F)F)cc2)O[C@H]1CO	-8	1	-2	·	0.5	10	2	-4
6	CCc1nc2c(OCc3ccc(F)c(F)c3)cccn2c1N(C)C(=O)C1CC1	·	3	0	7	-0.2	-2	1	-11
7	C[C@H](CO)N1C[C@H](C)[C@H](CN(C)C(=O)Nc2cccc3ccccc23)Oc2ccc(NC(=O)Cn3cnnn3)cc2CC1=O	-8	-1	-4	-6[16.7 µM]	-3.9	-6	·	·
8	CC(=O)c1cnc2cc(C)nn2c1C	7	5	2	-2	·	3	·	·
9	CCc1ccc(C(=O)N2CCN(c3ccc(F)cc3)CC2)s1	-9	3	-1	-2	·	4	·	·
10	CC(C)CC(c1nnnn1CCc1ccccc1)N1CCC(C(N)=O)CC1 (stereo not given)	-2	5	0	1	·	2	·	·

Continued:
item	smiles	PGC1a acetyl inh	PglD inh	Cneo AK release	miR-122 sensor	E-selectin induc	RAD54 inh	ERAP1 HTS inh	RAD52 anneal inh
11	Oc1ccccc1-c1n[nH]c(=S)n1Cc1ccccc1	-5	5	0	3	0.6	-1	1	-14
12	COc1ccc(C(CNC(=O)CCNC(=O)c2ccccc2Cl)N2CCCC2)cc1 (stereo not given)	-1	2	-1	-6	·	0	0	-47
13	O=C(NCCN1CCOCC1)[C@@]1(CCS(=O)(=O)c2ccccc2)N=C(c2ccc(OCCCO)cc2)O[C@H]1c1ccccc1	·	-1	65	·	·	-2	-2	23
14	O=C(c1ccccc1)C1CCN(C(=O)c2ccc(Cl)cc2)CC1	-4	0	0	4	-0.1	0	-1	-10
15	O=S(=O)(Nc1ccc2c(c1)OCCO2)c1ccc2oc3ccccc3c2c1	2	2	1	66	·	-10	·	·
16	C[C@H]1CCCCO[C@@H](CN(C)Cc2ccc(C(F)(F)F)cc2)[C@@H](C)CN([C@@H](C)CO)C(=O)c2cc(NS(=O)(=O)c3cn(C)cn3)ccc2O1	7	4	-1	12[16.7 µM]	-0.3	8	2	14
17	CCCOc1ccc(C(=O)Nc2ccc(S(=O)(=O)Nc3cc(C)nc(C)n3)cc2)cc1	-2	3	0	9	·	-12	-2	-13
18	CCC(=O)c1ccc(OCC(=O)NC2CCN(Cc3ccccc3)CC2)cc1	·	4	0	·	-0.9	-4	1	-3
19	Cc1cccc(CN2CCN(C3CN(C4CCCC4)S(=O)(=O)C3)CC2)c1 (stereo not given)	-4	1	1	2	-0.1	0	-6	-8
20	CO[C@H](CN(C)C(=O)C1CCOCC1)[C@H](C)CN([C@@H](C)CO)S(=O)(=O)c1ccccc1	9	-1	-5	·	-0.1	-7	0	3

Remaining list, next part:
item	smiles	PGC1a acetyl inh	PglD inh	Cneo AK release	miR-122 sensor	E-selectin induc	RAD54 inh	ERAP1 HTS inh	RAD52 anneal inh
21	O=C(NCc1csc(-c2cccs2)n1)C1CCC1	1	·	·	·	-0.3	·	-1	-7
22	CC1CCCN(C(=O)c2cc(-c3ccco3)nc3ccccc23)C1 (stereo not given)	·	-3	1	·	-0.2	9	-8	-25
23	Cc1ccc(S(=O)(=O)NN=C2CCCc3ccccc32)cc1	·	1	1	28	0.2	-9	1	0
24	CC1COc2ccccc2N1C(=O)c1ccc(Cl)cc1 (stereo not given)	·	5	-2	·	·	6	-4	-5
25	Cc1ccc(-n2nnnc2SCc2ccccn2)cc1C	-4	-2	4	5	·	-6	·	·
26	CO[C@@H]1CN(C)C(=O)c2cc(NS(C)(=O)=O)ccc2OC[C@@H](C)N(C(=O)C2CCOCC2)C[C@@H]1C	1	2	-5	·	0.0	-5	1	5
27	CCN1[C@@H]2Cn3c(ccc(-c4cccc(F)c4)c3=O)[C@H]1[C@@H](C(=O)NCC1CC1)[C@@H]2CO	·	2	6	5[16.7 µM]	-0.1	1	-2	1
28	O=C(Cc1ccccn1)N[C@@H]1CC[C@H](CCn2cc(-c3ccccc3)nn2)O[C@H]1CO	-23	17	-14	-4[16.7 µM]	-0.6	-4	-1	-25
29	COc1ccc(S(=O)(=O)N2CCC(C(N)=O)CC2)c2ccccc12	1	-278	1	43	·	-7	·	·
30	CCCOc1ccc(C(=O)N(CC(C)C)c2c(N)n(Cc3ccccc3)c(=O)[nH]c2=O)cc1	1	0	·	3	·	-2	0	-7

Next entries
item	smiles	PGC1a acetyl inh	PglD inh	Cneo AK release	miR-122 sensor	E-selectin induc	RAD54 inh	ERAP1 HTS inh	RAD52 anneal inh
31	O=C(NCCN1CCCCC1)c1c(O)c2ccccc2[nH]c1=O	16	-6	-3	2	·	5	·	·
32	Cc1cc(NC(=O)/C=C/c2cccc(Cl)c2)n(-c2nc3ccccc3[nH]2)n1	·	2	1	-1	-0.4	-2	·	·
33	C[C@H](CO)N1C[C@H](C)[C@@H](CN(C)C(=O)Nc2ccc3c(c2)OCO3)Oc2ncc(-c3cccnc3)cc2C1=O	-2	-4	-1	-9[16.7 µM]	-0.7	-5	0	-3
34	CCN(CC)c1ccc(C2C(C(=O)OCCOC)=C(C)NC3=C2C(=O)CCC3)cc1 (stereo not given)	10	1	1	17	·	-1	1	-14
35	COc1c(Cl)cc(Cl)cc1CNCCNCC(C)O (stereo not given)	8	0	-2	0	·	18	-3	-6
36	CCNC(=O)Nc1ccc2c(c1)C(=O)N(C)[C@H]1CC[C@@H](CC(=O)Nc3ccccc3)O[C@@H]1CO2	3	-2	-4	7[16.7 µM]	0.0	-1	2	-3
37	COc1ccc(CCNC(=O)Cn2c(=O)n(-c3ccc(F)cc3F)c(=O)c3sccc32)cc1OC	-5	1	-2	72	-0.1	·	·	8
38	CC(=O)c1ccc(OCCCC(=O)NCc2nnc3ccccn23)cc1	1	-3	2	-3	·	6	-3	1
39	C=CCSCC1Nc2cc(Cl)c(S(N)(=O)=O)cc2S(=O)(=O)N1 (stereo not given)	1	6	-1	-2	-2.5	-5	0	3
40	O=C(CN1C(=O)C2C3C=CC(C3)C2C1=O)NCc1ccc2c(c1)OCO2 (stereo not given)	0	2	0	-6	·	-7	·	·

Ordered by heavy-atom count (lowest first): 3 of the compounds above
item	smiles	PGC1a acetyl inh	PglD inh	Cneo AK release	miR-122 sensor	E-selectin induc	RAD54 inh	ERAP1 HTS inh	RAD52 anneal inh
38	CC(=O)c1ccc(OCCCC(=O)NCc2nnc3ccccn23)cc1	1	-3	2	-3	·	6	-3	1
36	CCNC(=O)Nc1ccc2c(c1)C(=O)N(C)[C@H]1CC[C@@H](CC(=O)Nc3ccccc3)O[C@@H]1CO2	3	-2	-4	7[16.7 µM]	0.0	-1	2	-3
33	C[C@H](CO)N1C[C@H](C)[C@@H](CN(C)C(=O)Nc2ccc3c(c2)OCO3)Oc2ncc(-c3cccnc3)cc2C1=O	-2	-4	-1	-9[16.7 µM]	-0.7	-5	0	-3

Next part
item	smiles	PGC1a acetyl inh	PglD inh	Cneo AK release	miR-122 sensor	E-selectin induc	RAD54 inh	ERAP1 HTS inh	RAD52 anneal inh
41	O=C(COC(=O)Cc1n[nH]c(=O)c2ccccc12)NNC(=O)c1ccccc1	-3	-1	2	-2	0.5	-8	-1	-9
42	CCS(=O)(=O)N[C@H]1C=C[C@@H](CC(=O)N2CCCCC2)O[C@H]1CO	4	0	1	-7[16.7 µM]	·	-7	0	-14
43	COc1ccccc1C#Cc1ccc([C@@H]2[C@H](CO)N3CCCCN(C(=O)C4CC4)C[C@@H]23)cc1	-27	2	0	-24[16.7 µM]	·	4	5	38
44	COc1ccc(C(C)(O)c2nc(-c3ccc(OC)c(OC)c3)cs2)cc1 (stereo not given)	·	12	0	19	-0.1	-5	-3	-3
45	C=CCn1c(-c2cccc(OCC)c2)n[nH]c1=S	-1	-14	0	-7	·	-1	3	-20
46	CO[C@@H]1CN(C)C(=O)c2ccc(NC(=O)Nc3c(C)noc3C)cc2OC[C@H](C)NC[C@H]1C	-2	3	2	·	0.2	5	·	11
47	COCC(=O)N1[C@H](CO)[C@@H](c2ccccc2)[C@@H]1CN(C)C(=O)c1ccncc1	-7	4	2	-17[16.7 µM]	0.4	2	4	3
48	CCCCN1CC(COCc2ccccc2)Oc2ccccc2S1(=O)=O (stereo not given)	·	2	0	·	5.0	3	·	-16
49	CCOc1ccc(NC(=O)COc2ccc(N3CC(C(N)=O)CC3=O)cc2)cc1 (stereo not given)	7	-4	3	-4	-1.8	5	2	7
50	Cc1c(C(=O)NCc2ccc(Cl)c(Cl)c2)sc(=O)n1Cc1cccc(F)c1	·	-2	-1	·	·	-15	·	-5
51	COc1cccc(NC(=O)CCC(=O)Nc2ccc3nc(N4CCOCC4)cc(C)c3c2)c1	·	0	0	0	·	12	0	-5
52	N#CC1=C2C=Cc3ccccc3N2CCCC1=O	1	-18	2	3	·	10	·	·
53	CCOC(=O)c1ccc(Nc2cc(C)nc(C)c2C(=O)OCC)cc1	-3	6	0	4	·	-14	·	·

Full records, quoted from the list. Order of screens: PGC1a acetyl inh	PglD inh	Cneo AK release	miR-122 sensor	E-selectin induc	RAD54 inh	ERAP1 HTS inh	RAD52 anneal inh
Shown for CCCCN1CC(COCc2ccccc2)Oc2ccccc2S1(=O)=O (stereo not given) → ·	2	0	·	5.0	3	·	-16
Shown for N#CC1=C2C=Cc3ccccc3N2CCCC1=O → 1	-18	2	3	·	10	·	·
Shown for COc1cccc(NC(=O)CCC(=O)Nc2ccc3nc(N4CCOCC4)cc(C)c3c2)c1 → ·	0	0	0	·	12	0	-5
Shown for Cc1c(C(=O)NCc2ccc(Cl)c(Cl)c2)sc(=O)n1Cc1cccc(F)c1 → ·	-2	-1	·	·	-15	·	-5
Shown for COc1ccc(C(C)(O)c2nc(-c3ccc(OC)c(OC)c3)cs2)cc1 (stereo not given) → ·	12	0	19	-0.1	-5	-3	-3
